BoNT F protease: BoNT F light chain protease inhibition | Multiplex microsphere protease cleavage assay, flow cytometry | inhibition, % at 10 µM | 360,000 compounds, 0.22% hits | AID 588497; in the data active = inhibition above about 35%, passing the limit was not always enough; inconclusive = no clear call, values can overlap the other calls; also: plate controls were buffer without enzyme for full effect and enzyme alone for no effect
BoNT A protease: blocks Botulinum neurotoxin A light chain protease; inhibition, % at 10 µM; 360,000 compounds, 0.17% hits; multiplex microsphere protease substrate cleavage, flow cytometry; also: plate controls were buffer without enzyme for full effect and enzyme alone for no effect
CCHFV vOTU inh: blocks the CCHF virus ovarian tumor domain protease; inhibition, % at 11.5 µM; CCHFV vOTU protease, Pep-AMC fluorescence; 370,000 compounds, 0.55% hits; in the data active = inhibition above about 30%; also: 0% = vehicle wells with enzyme and 100% = no enzyme wells
PfHsp40 rescue: rescue of PfHsp40-mediated yeast toxicity. S. cerevisiae expressing PfHsp40, growth rescue, ATP luminescence. growth rescue, % at 12.5 µM. 340,000 compounds, 0.68% hits; in the data active = growth rescue above about 28%, passing the limit was not always enough; inconclusive = no clear call, values can overlap the other calls;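 also: yeast W303a lacking pdr1 and pdr3 grown in galactose medium; growth measured after three days at 30 °C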
TcdB GH inh: inhibitors of Clostridioides difficile toxin B glycohydrolase | P18177 | TcdB glycohydrolase enzymatic assay, plate reader | 350,000 compounds, 0.24% hits | inhibition, % at 9.99 µM; in the data active = inhibition above about 10%
FadD28 FP inh: M. tuberculosis FadD28 bisubstrate binding inhibition. 360,000 compounds, 0.22% hits. FadD28 bisubstrate probe binding, fluorescence polarization. AID 588549. inhibition, % at 12.5 µM; in the data active = inhibition above about 8.5%, passing the limit was not always enough; inconclusive = no clear call, values can overlap the other calls
PrPC surface inh: inhibitors of human cell surface prion protein PrPC; P04156; TR-FRET read-out; inhibition, % at 13.8 µM; 370,000 compounds, 0.43% hits; in the data active = inhibition above about 24%; also: 0% = median of the test wells and 100% = reference compound wells
Y pestis TopoI: inhibitors of Yersinia pestis topoisomerase I. 360,000 compounds, 0.064% hits. activity, % at 10 µM. AID 504884. Y. pestis Topo-I cleavage product accumulation, plate reader; in the data active = activity above about 50%, passing the limit was not always enough; inconclusive = no clear call, values can overlap the other calls; also: inactives centre near 2
Anthrax LF prot: anthrax lethal factor protease inhibition; P15917; multiplex microsphere protease cleavage assay, LF; inhibition, % at 10 µM; 360,000 compounds, 0.12% hits; also: plate controls were buffer without enzyme for full effect and enzyme alone for no effect
An asterisk follows results filed as active; u = inconclusive; x = not tested or not shown. Rule as the data show it, unless noted: active = inhibition above about 30%; inconclusive = no clear call, values can overlap the other calls; inactive = below that. The order is random; about 2.3% have a hit in one of these screens.

SMILES	BoNT F protease	BoNT A protease	CCHFV vOTU inh	PfHsp40 rescue	TcdB GH inh	FadD28 FP inh	PrPC surface inh	Y pestis TopoI	Anthrax LF prot
COc1cccc(C(=O)Cn2c(N3CCOCC3)nc3c2c(=O)n(C)c(=O)n3C)c1	-1	-0.5	-5	-2.5	x	-0.5	-3	8	-3
CCN(CC)CCOCCOc1cc(C)c(Cl)c(C)c1	2	-0.4	0	-0.1	x	-4.2	1	-6	-1
Cc1ccc(-n2nc(C)c3c2OC(N)=C(C#N)C3c2ccncc2)cc1 (stereo not given)	9	0.7	4	11	x	0.9	-18	-2	0
COc1cccc2c1OC1(N3CCOCC3)CCCCC1C2C[N+](=O)[O-] (stereo not given)	-2	-0.3	15	x	-0.7	-3.1	3	-4	-2
CC(C)Cc1nnc(NC(=O)CS(=O)(=O)Cc2ccccc2)s1	-3	0.0	-7	1.7	-0.9	0.7	2	-1	0
Cc1c(C(=O)NCCSc2ccc(Cl)cc2)cccc1[N+](=O)[O-]	4	1.8	-6	3.4	x	-5.3	-2	6	0
Cc1ccc(C(=O)c2ccccc2C(=O)OCC(=O)N2CC(C)CC(C)C2)cc1 (stereo not given)	x	x	11	0.4	1.7	-0.9	8	27	x
COc1cc([N+](=O)[O-])ccc1NC(=O)COC(=O)c1c[nH]c(=O)[nH]c1=O	-3	0.2	6	-0.4	0.5	-3.2	-24	3	-9
O=C(CN(C(=O)CNS(=O)(=O)c1ccc(F)cc1)c1ccccc1)NCc1ccco1	-10	-0.8	-1	0.0	1.9	-1.2	0	2	4
CN(C)C(=O)N1CCN(c2nc(-c3ccccc3)cs2)CC1	-23	-1.1	4	0.2	-1.5	1.1	2	20	13
COCC(=O)Nc1ccc(C(C)C)cc1	-5	-0.7	-16	-1.4	-0.8	0.3	-1	7	-7
Cc1cccc(NC(=O)Cn2cnc3c(oc4nc5c(cc43)COC(C)(C)C5)c2=O)c1	-4	-0.1	-5	-0.8	-1.2	0.8	6	-3	-1
O=S1(=O)CC(N2CCN(CC3CC3)CC2)CN1CCc1ccccc1 (stereo not given)	-2	0.5	2	x	-1.5	-2.5	-2	x	-5
O=C(NC1CCCCCCC1)c1cccnc1	-5	-3.1	11	-0.8	1.7	-1.0	-5	-1	-3
CC(C)(C)OC(=O)NCc1n[nH]c(=S)n1C1CC1	u	u	0	0.2	0.5	-1.9	-7	4	-8
CCOc1ccc(S(=O)(=O)N(CC)CC(=O)NCc2ccccn2)cc1C	-4	-5.2	1	-0.6	1.4	-0.3	-3	-5	-4
CCOCCCNC(=O)c1cc2c(s1)-c1ccccc1SC2	-2	0.1	16	1.1	-7.0	-3.5	2	-1	-11
COc1cc2c(cc1OC)CN(Cc1cc(=O)n3cc(C)ccc3n1)CC2	2	1.1	-20	1.0	x	-2.0	-9	-4	-5
COc1ccc(NC(=S)N(CCCN2CCC(C)CC2)Cc2cccs2)cc1	-2	-0.9	-7	0.8	0.6	-0.9	-5	6	-6
COc1cccc(/C=N/Nc2ccc(Cl)nn2)c1OC	u	-2.2	1	0.8	-1.7	-3.4	-4	3	-8
Cc1nc2ccc(NC(=O)c3ccccc3)cc2c(=O)n1Cc1ccc(F)cc1	-3	0.2	-9	x	0.6	-9.1	2	-8	-5
COc1ccccc1CNC(=O)C(NC(=O)Nc1ccccc1)C(C)C (stereo not given)	20	1.4	-1	-1.5	0.2	-3.8	-4	1	3
Cc1ccccc1/C=N/Nc1ccc(Cl)nn1	-2	0.2	1	0.1	-0.6	1.9	0	3	2
Cc1nnc2c3ccccc3c(-c3ccccc3)nn12	-5	-0.3	-6	1.2	x	0.2	-1	8	1
COc1cc2c(cc1NC(=O)CSc1ccccn1)oc1ccccc12	-3	u	-2	-1.5	x	-1.8	4	2	-3
O=C(NCC1CCCO1)C1CCN(S(=O)(=O)c2cc(Cl)ccc2Cl)CC1 (stereo not given)	4	0.7	19	-0.6	-3.1	-2.4	1	-7	0
O=C(NCCCNC(=O)c1ccc(F)cc1)c1ccc(F)cc1	57*	1.0	-2	0.4	1.8	-0.9	0	14	-6
Cc1cc(S(=O)(=O)NC(C)c2nnc3ccccn23)ccc1Br (stereo not given)	0	3.0	-11	1.1	-0.6	x	-11	2	-5
O=C(NCc1cccnc1)C(=O)NCC1OCCCN1S(=O)(=O)c1ccccc1 (stereo not given)	-11	-0.3	-4	3.1	x	-2.4	0	0	-2
COCCn1c(C)cc(C2=NNC(=Nc3ccccc3)SC2)c1C	-19	0.1	11	0.4	x	-0.8	1	-5	-3
CN(CC(=O)NCCN1CCN(Cc2ccccc2)CC1)S(=O)(=O)c1cccc2nsnc12	-27	-0.3	9	-0.9	x	-1.6	-43	6	0
O=C1C(=O)N(CCN2CCOCC2)C(c2ccc(Cl)cc2)/C1=C(/O)c1ccc(S(=O)(=O)N2CCOCC2)cc1 (stereo not given)	16	-3.4	x	0.0	x	1.0	x	-2	-2
CC(C)Sc1nnc([C@H](C)NC(=O)OC(C)(C)C)o1	u	u	-3	-0.8	x	-0.2	-5	8	-22
CCN(Cc1nc2ccccc2c(=O)[nH]1)Cc1cc(=O)oc2cc(C)c(C)cc12	2	0.5	-2	-0.1	x	-0.7	8	1	-3
COc1ccc(C(CNC(=O)c2ccc(C)o2)N2CCOCC2)cc1 (stereo not given)	-7	-2.8	10	-0.3	-0.2	-4.4	6	5	1
O=C1C2C(c3ccccc3)C=CC(c3ccccc3)C2C(=O)N1c1ccccn1 (stereo not given)	1	0.0	-2	2.6	1.5	-2.2	0	-3	2
CSc1cccc(NC(=O)CCCOc2ccc(Cl)cc2Cl)c1	-11	-0.1	3	1.3	x	-2.9	8	14	-3
COc1cc(C(=O)OCC2CC(c3ccccc3)=NO2)cc(OC)c1OC (stereo not given)	-6	0.4	-2	-0.2	1.3	-2.5	3	12	1
O=C(c1c[nH]c(C(=O)C(Cl)(Cl)Cl)c1)c1ccc(F)cc1Cl	10	2.0	19	1.9	-0.4	0.9	6	10	2
CC1(C)CC(=O)c2sc(NC(=O)c3ccco3)nc2C1	-2	-0.3	7	-0.9	0.1	-4.8	-7	0	-6
CCOc1ccc2oc(C(=O)OCC(=O)NC3CC3)c(C)c2c1	-9	-0.7	-24	-1.0	-1.6	-3.0	7	0	2
CCCN(CCC)CCNS(=O)(=O)c1ccc2c(c1)oc(=O)n2C	-1	u	4	-0.6	x	-0.7	-3	-4	-2
Cc1[nH]n(-c2ccccc2)c(=O)c1C=Nc1ccc(S(=O)(=O)N(C)C)cc1	0	-0.1	0	-1.6	x	-3.9	3	5	-3
COc1ccc(C)cc1NC(=O)CN(c1ccccc1)S(C)(=O)=O	-6	-0.4	-15	-0.2	x	-1.1	6	-8	-9
COCOc1ccc(-c2cc(=O)c3c(OCOC)cc(OCOC)cc3o2)cc1	0	0.4	x	x	x	-2.9	x	28	1
COc1ccc(S(=O)(=O)NCCOc2cccc3cccnc23)cc1OC	-1	-0.4	10	0.3	1.4	-4.6	7	9	1
CCSc1nc2ccccc2n1C(=O)c1ccc(S(=O)(=O)N2CCCCC2)cc1	-4	-3.0	-4	-1.2	x	-3.1	5	-2	-2
CCn1c(SCC(=O)N2CCC(C(N)=O)(N3CCCCC3)CC2)nnc1-c1ccccc1	10	0.8	16	2.7	x	-0.6	3	3	-1
Cc1ccc(C(=O)C(C)Oc2ccc3ccc(=O)oc3c2)cc1 (stereo not given)	8	-2.1	-10	-0.3	1.0	1.6	6	4	-3
COc1ccccc1NC(=O)C1=C(C)Nc2nc(CCCO)nn2C1c1ccc2c(c1)OCO2 (stereo not given)	-6	-0.1	8	-0.3	x	-3.5	-1	2	0
COc1ccc(S(=O)(=O)N2CCCC2c2cccs2)cc1 (stereo not given)	u	1.2	0	-0.1	2.4	-4.1	9	-4	1
CC(=O)c1c(C)[nH]c(C(=O)CSc2nnc(N)s2)c1C	-3	0.3	-4	0.7	-0.2	-0.2	30*	-3	7
CCN(CC)C(=O)Cn1cc(C(=O)C(=O)N2CCN(c3ccc(OC)cc3)CC2)c2ccccc21	2	0.1	17	-1.1	-0.3	0.3	-1	24	0
Cc1cc[n+](CC(=O)c2ccccc2)c2ccccc12	-29	3.3	2	0.1	0.2	-5.6	-12	-1	-13
CN(C)c1nc(-c2ccccn2)nnc1-c1ccccc1	-14	-1.6	9	393*	x	3.0	27*	1	-1
Cc1cccc(C)c1NC(=O)c1c[nH]c2ccccc12	6	-3.0	-9	-0.1	0.2	x	7	-1	-9
CC(C)(C)NC(=O)NC(=O)CN1CCCc2ccccc21	2	1.9	0	-1.0	3.2	-0.7	1	3	-1
O=C(c1[nH]ncc1-c1ccccc1)C1CO1 (stereo not given)	u	-1.1	-16	-0.7	-0.2	-4.0	-3	-1	-2
Cc1ccc(NC(=O)N[C@@H](CC(C)C)C(=O)O)c(C)c1	x	x	7	0.1	-0.2	-1.7	6	-6	x
O=[N+]([O-])c1ccccc1CNCCCCO	-7	0.0	-6	-1.9	0.8	-0.6	0	7	8

Record cards (already shown). Screens in order: BoNT F protease | BoNT A protease | CCHFV vOTU inh | PfHsp40 rescue | TcdB GH inh | FadD28 FP inh | PrPC surface inh | Y pestis TopoI | Anthrax LF prot
Entry for CC(C)Sc1nnc([C@H](C)NC(=O)OC(C)(C)C)o1 → u | u | -3 | -0.8 | x | -0.2 | -5 | 8 | -22
Entry for CCCN(CCC)CCNS(=O)(=O)c1ccc2c(c1)oc(=O)n2C → -1 | u | 4 | -0.6 | x | -0.7 | -3 | -4 | -2

New compounds follow.
SMILES	BoNT F protease	BoNT A protease	CCHFV vOTU inh	PfHsp40 rescue	TcdB GH inh	FadD28 FP inh	PrPC surface inh	Y pestis TopoI	Anthrax LF prot
CCc1ccc(S(=O)(=O)Nc2ccc(C)c(NS(C)(=O)=O)c2)cc1	-8	-0.8	-10	0.7	1.0	0.1	8	11	-4
C=C(C)Cn1c(N2CCN(c3ccc(OC)cc3)CC2)nc2c1c(=O)n(C)c(=O)n2C	-2	-0.2	-5	0.7	2.5	-2.2	-2	22	0
CC1CCN(c2c([N+](=O)[O-])c(=O)oc3ccccc23)CC1	-2	-0.2	-1	0.3	x	-2.4	-1	2	-1
CCOc1cc(/C=N\NC(=O)c2ccc(NC(=O)C(C)(C)C)cc2)ccc1OC(=O)c1ccc(OC)cc1	5	1.7	-9	-1.0	x	-0.1	-3	-9	3
CC(CN(C)C)CN1c2ccccc2CCc2ccccc21 (stereo not given)	-4	-0.8	3	-0.4	0.7	-3.0	6	-5	-10

Structures from the list above that contain a halogen:
SMILES	BoNT F protease	BoNT A protease	CCHFV vOTU inh	PfHsp40 rescue	TcdB GH inh	FadD28 FP inh	PrPC surface inh	Y pestis TopoI	Anthrax LF prot
CCN(CC)CCOCCOc1cc(C)c(Cl)c(C)c1	2	-0.4	0	-0.1	x	-4.2	1	-6	-1
Cc1c(C(=O)NCCSc2ccc(Cl)cc2)cccc1[N+](=O)[O-]	4	1.8	-6	3.4	x	-5.3	-2	6	0
O=C(CN(C(=O)CNS(=O)(=O)c1ccc(F)cc1)c1ccccc1)NCc1ccco1	-10	-0.8	-1	0.0	1.9	-1.2	0	2	4
COc1cccc(/C=N/Nc2ccc(Cl)nn2)c1OC	u	-2.2	1	0.8	-1.7	-3.4	-4	3	-8
Cc1nc2ccc(NC(=O)c3ccccc3)cc2c(=O)n1Cc1ccc(F)cc1	-3	0.2	-9	x	0.6	-9.1	2	-8	-5
Cc1ccccc1/C=N/Nc1ccc(Cl)nn1	-2	0.2	1	0.1	-0.6	1.9	0	3	2
O=C(NCC1CCCO1)C1CCN(S(=O)(=O)c2cc(Cl)ccc2Cl)CC1 (stereo not given)	4	0.7	19	-0.6	-3.1	-2.4	1	-7	0
O=C(NCCCNC(=O)c1ccc(F)cc1)c1ccc(F)cc1	57*	1.0	-2	0.4	1.8	-0.9	0	14	-6
Cc1cc(S(=O)(=O)NC(C)c2nnc3ccccn23)ccc1Br (stereo not given)	0	3.0	-11	1.1	-0.6	x	-11	2	-5
O=C1C(=O)N(CCN2CCOCC2)C(c2ccc(Cl)cc2)/C1=C(/O)c1ccc(S(=O)(=O)N2CCOCC2)cc1 (stereo not given)	16	-3.4	x	0.0	x	1.0	x	-2	-2
CSc1cccc(NC(=O)CCCOc2ccc(Cl)cc2Cl)c1	-11	-0.1	3	1.3	x	-2.9	8	14	-3
O=C(c1c[nH]c(C(=O)C(Cl)(Cl)Cl)c1)c1ccc(F)cc1Cl	10	2.0	19	1.9	-0.4	0.9	6	10	2

Source: PubChem BioAssay
